Screens deposited in PubChem BioAssay by National Center for Advancing Translational Sciences (NCATS).
FBPA Giardia inh: qHTS Assay for Inhibitors of Fructose-1,6-bisphosphate Aldolase from Giardia Lamblia; AID 2451, 2010; A8B2U2; Potency, µM (doses to about 59.6 µM), inactives show at the top dose activity, negative = inhibition, usual class: inhibitors; purified Giardia FBPA; actives 0.71% (n = 290,000); note: potency is the fitted concentration of half-maximal effect; nearly all actives have a fitted effect of over 55% in size
Target sequence (A8B2U2 whole entry, looked up): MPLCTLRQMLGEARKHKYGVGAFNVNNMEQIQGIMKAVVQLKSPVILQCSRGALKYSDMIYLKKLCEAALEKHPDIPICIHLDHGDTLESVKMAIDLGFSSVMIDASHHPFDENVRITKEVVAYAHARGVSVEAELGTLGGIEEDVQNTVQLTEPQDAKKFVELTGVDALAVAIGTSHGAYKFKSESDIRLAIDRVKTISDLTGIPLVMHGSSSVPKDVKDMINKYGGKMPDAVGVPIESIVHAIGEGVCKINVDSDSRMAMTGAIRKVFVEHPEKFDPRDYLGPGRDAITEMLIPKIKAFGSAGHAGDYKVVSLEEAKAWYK
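Giardia FBPA (40 nM reagent) was preincubated 10 min at RT with compound (up to 57.5 uM final), then substrate plus GAPDH/TPI/NAD/arsenate coupling system with diaphorase/resazurin was added; resorufin fluorescence (525/598 nm) was read after 20 min.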
Sm TGR block: qHTS Assay for the Inhibitors of Schistosoma Mansoni Peroxiredoxins | Schistosoma mansoni thioredoxin glutathione reductase (TGR), Q962Y6 | purified TGR, DTNB reduction, TNB absorbance 405 nm | Potency, µM (top dose mostly 114 µM), for inactives: at the top dose activity change, negative = inhibition, most hits filed as inhibitors | actives 3% (n = 360,000); note: potency is the fitted concentration of half-maximal effect; nearly all actives have a fitted effect of over 60% in size
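Kinetic colorimetric format: TGR-catalysed, NADPH-driven DTNB reduction monitored via TNB absorbance. Enzyme dispensed at 20 nM; compound exposure 15 min at room temperature before reaction start.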
AmpC inh detg: qHTS Inhibitors of AmpC Beta-Lactamase (assay with detergent). Potency, µM (highest dose often 114 µM), inactives show at the highest dose activity change, negative = inhibition, usual class: inhibitors. AmpC hydrolysis of nitrocefin, absorbance 480 nm, 0.01% Triton. P00811. actives 0.041% (n = 370,000). AID 485294, 2010;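 note: potency is the fitted concentration of half-maximal effect; 0% = no-compound wells and -100% = no-enzyme wells; nearly all actives have a fitted effect of over 25% in size; some results filed as inactive show a strong effect at the top dose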
Target sequence (P00811 whole entry, looked up): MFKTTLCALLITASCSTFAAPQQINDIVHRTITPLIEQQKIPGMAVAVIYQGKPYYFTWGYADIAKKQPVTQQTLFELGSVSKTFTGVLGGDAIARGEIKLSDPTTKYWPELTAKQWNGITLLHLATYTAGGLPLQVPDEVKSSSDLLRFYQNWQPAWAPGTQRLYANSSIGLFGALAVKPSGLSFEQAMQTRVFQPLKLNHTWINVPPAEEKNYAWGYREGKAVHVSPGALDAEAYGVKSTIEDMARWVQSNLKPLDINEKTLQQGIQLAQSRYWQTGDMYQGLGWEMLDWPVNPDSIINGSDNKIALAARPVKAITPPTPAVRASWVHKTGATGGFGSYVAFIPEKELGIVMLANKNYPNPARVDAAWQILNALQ
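AmpC (5.3 nM in the dispensed reagent) in 20 mM phosphate pH 7.0 with 0.01% (detergent screen) or 0.0001% Triton X-100 was preincubated with compounds for 15 min at room temperature. Nitrocefin was then added from an 800 uM solution, and hydrolysis was followed at 480 nm.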
HCMV inh: qHTS Assay for inhibitors of the human cytomegalovirus (HCMV) | actives 4.5% (n = 410,000) | AID 1259415, 2018 | activity change, negative = inhibition, % at 57.5 µM | HFF cells, HCMV-luciferase reporter, 72 h; active compounds read low; in the data active = activity change below about -60%; inconclusive = no clear call, values can overlap the other calls; inactive = above about -39%
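HFF cells seeded 16 h at 37C, treated with compounds, infected with luciferase-reporter HCMV at MOI 1 PFU/cell; luciferase read at 72 h post infection, normalized to buffer-only and Salinomycin controls.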
AMA1 RON2 block: qHTS for Inhibitors of AMA1-RON; Towards Development of Antimalarial Drug Lead: Primary Screen; Plasmodium falciparum AMA1 (3D7) - RON2 peptide interaction; AlphaScreen AMA1-biotinylated RON2 peptide binding; Potency, µM (doses to about 58.2 µM), without a hit: at the highest dose activity change, negative = inhibition, hits mostly inhibitors; actives 0.2% (n = 360,000); AID 720542, 2013;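 note: potency is the fitted concentration of half-maximal effect; 0% = vehicle wells and -100% = peptide control; nearly all actives have a fitted effect of over 45% in size; some results filed as inactive show a strong effect at the top dose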
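AMA1 (3D7) with his tag at 25 nM final met compounds first, then biotinylated RON2 peptide at 25 nM; detection used donor plus acceptor beads, 10 µg/mL apiece, read by AlphaScreen after 30 min at room temperature.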
HCV inh: qHTS Assay for Inhibitors of Hepatitis C Virus (HCV) | Huh7.5.1 HCVcc-Cre infection, luciferase reporter, 44 h | Potency, µM (top dose mostly 41.8 µM), for the others: at the top dose activity change, negative = inhibition, most hits filed as inhibitors | actives 3.4% (n = 340,000); note: potency is the fitted concentration of half-maximal effect
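Luciferase read-out (15 sec integration) after a 15 min room-temperature substrate step quantifies HCVcc-Cre infection. Cells, 1,000 per well, had compound added 4 h post-plating, then virus at ~0.5 moi, and were cultured 44 h.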
* marks the source's active call; other numbers are inactive results; ? = inconclusive; / = not tested or not shown; & = joins results of further samples; [ ] = another dose, or the depositor's remark. Unless noted, calls come from the whole dose curve; as a rule, active = well fitted curve in the direction sought with a large enough effect; inconclusive = small, poorly fitted or top-dose-only effect, or another doubt; inactive = no such curve, though single readings can be large; an effect the other way counts as inactive or inconclusive. Unless noted, % is set by controls: 0 for no effect and ±100 for the full control effect.

SMILES	Sm TGR block	AMA1 RON2 block	HCV inh	FBPA Giardia inh	AmpC inh detg	HCMV inh
CCOC(=O)c1[nH]c2ccc(Br)cc2c1NC(=O)CCN1CCC(C)CC1	0%	0%	?	6%	-9%	1
COC(=O)c1ccc(C(c2c(C)[nH][nH]c2=O)c2c(C)[nH][nH]c2=O)cc1	-7%	-3%	10%	-8%	-8%	-17
CC(=O)c1cc(C#N)c(SCC(=O)C(C)(C)C)nc1C	-1%	4%	-24%	2%	?	39
Cc1c(CCNC(=O)Cc2ccccc2)sc2nc(-c3ccc(F)cc3)nn12	-5%	/	/	/	0%	-3
O=C(CSc1nnc(CNc2cccc(Cl)c2)o1)OC1CCCCC1	-3%	3%	3%	2%	-1%	-6
Cc1ccc(/C=C(/NC(=O)c2ccccc2)C(=O)NC(Cc2c[nH]c3ccccc23)C(=O)O)cc1 (stereo unspecified)	-10%	-6%	4%	7%	-7%	-1
CC(=O)Nc1cccc(NC(=O)CS(=O)(=O)c2cn(CC(=O)N3CCOCC3)c3ccccc23)c1	-20%	-2%	16%	0%	-3%	0
COC(=O)Cn1c(SCCOc2ccccc2OC)nc2ccccc21	24%	/	/	/	14%	10
CC(C)NC(=O)C1(N2C(=O)c3ccccc3C2=O)CCCC1	/	-13%	13%	/	/	29
O=C(N/N=C/c1ccc(Cl)cc1Cl)C1CCN(c2ncc(C(F)(F)F)cc2Cl)CC1	0%	/	/	0%	-11%	/
Fc1cccc(Cl)c1/C=N/Nc1ccccn1	-5%	21%	?	4%	?	153
O=C(C(=O)N1CCc2ccccc2C1)N1CCc2ccccc2C1	-1%	/	-7%	0%	-5%	7
CSc1ccc(CCNC(=O)C2CCCN(c3nn4c(=O)cc(C)nc4s3)C2)cc1 (stereo unspecified)	5%	-12%	6%	-16%	9%	?
CC1=C(C(=O)Nc2ccc([N+](=O)[O-])cc2)C(c2cccc(C(F)(F)F)c2)NC(=S)N1c1ccccc1 (stereo unspecified)	-13%	38%[activator]	?	-9%	-6%	-98*
O=c1cc(-c2ccccc2O)nc(-c2ccccc2)[nH]1	/	5%	5%	/	/	14
CCCCN(C(=O)c1cc(S(=O)(=O)N2CCCCC2)ccc1Cl)c1c(N)n(CC(C)C)c(=O)[nH]c1=O	/	1%	-10%	/	/	-9
COc1cc(CNCc2cccnc2)ccc1OCC(=O)NC(C)(C)C	10%	-3%	14%	-16%	2%	-37
O=C(COC(=O)c1ccccc1Br)NCC1CCCCC1	/	0%	4%	/	/	41
CCc1ccc(CNC(=O)C2CCCN(c3nc4ccccc4o3)C2)cc1 (stereo unspecified)	-15%	9%	4%	6%	6%	2
COC(=O)CN1C(=O)Nc2ccc(Br)cc2C1c1ccccc1Cl (stereo unspecified)	-23%	0%	?	-7%	-11%	/
CC(OC(=O)CN1C(=O)c2ccccc2C1=O)C(=O)c1ccccc1 (stereo unspecified)	-17%	1%	14%	/	?	0
COC(=O)c1cccc(Nc2nc(-c3ccncc3)nc3ccccc23)c1	6%	0%	?	-13%	7%	26
Cc1cc(=O)oc(C)c1C(=O)N1CCc2c([nH]c3ccccc23)C1C(C)C (stereo unspecified)	-1%	-2%	9%	-4%	?	-22
Cc1ccc(NC(=O)Cn2c(=O)n(Cc3ccco3)c(=O)c3ccccc32)cc1	-2%	/	/	/	23%	-19
CCn1nc(NC(=O)COC)c2cc3cc(C)ccc3nc21	-2%	16%	-21%	-10%	-4%	74
OC(COc1c(F)cc(Br)cc1F)CN1CCOCC1 (stereo unspecified)	-22%	-1%	17%	3%	-14%	?
CSc1ccccc1NC(=O)C(C)N1C(=O)c2ccccc2S1(=O)=O (stereo unspecified)	2%	17%	?	/	?	-27
COc1ccc(NC(=S)NCc2ccccc2)c(OC)c1	0%	-2%	-1%	4%	-3%	19
CCN(CC)S(=O)(=O)c1ccc(NC(=S)NC(=O)C(C)C)cc1	-34%	14%[2.32 µM]	2%	-2%	-2%	-7
CCCCN(C(=O)c1cc(OC)c(OC)c(OC)c1)C1=CC2CCC(C1)N2C (stereo unspecified)	6%	2%	-8%	-9%	-10%	2

Grouped by structure, the entries above containing a CF3 group
SMILES	Sm TGR block	AMA1 RON2 block	HCV inh	FBPA Giardia inh	AmpC inh detg	HCMV inh
O=C(N/N=C/c1ccc(Cl)cc1Cl)C1CCN(c2ncc(C(F)(F)F)cc2Cl)CC1	0%	/	/	0%	-11%	/
CC1=C(C(=O)Nc2ccc([N+](=O)[O-])cc2)C(c2cccc(C(F)(F)F)c2)NC(=S)N1c1ccccc1 (stereo unspecified)	-13%	38%[activator]	?	-9%	-6%	-98*

6 of the compounds above, with values under each structure.
Each structure is followed by: Sm TGR block | AMA1 RON2 block | HCV inh | FBPA Giardia inh | AmpC inh detg | HCMV inh
CC(C)NC(=O)C1(N2C(=O)c3ccccc3C2=O)CCCC1
    / | -13% | 13% | / | / | 29
CCN(CC)S(=O)(=O)c1ccc(NC(=S)NC(=O)C(C)C)cc1
    -34% | 14%[2.32 µM] | 2% | -2% | -2% | -7
CCOC(=O)c1[nH]c2ccc(Br)cc2c1NC(=O)CCN1CCC(C)CC1
    0% | 0% | ? | 6% | -9% | 1
OC(COc1c(F)cc(Br)cc1F)CN1CCOCC1 (stereo unspecified)
    -22% | -1% | 17% | 3% | -14% | ?
CSc1ccc(CCNC(=O)C2CCCN(c3nn4c(=O)cc(C)nc4s3)C2)cc1 (stereo unspecified)
    5% | -12% | 6% | -16% | 9% | ?
CC(=O)Nc1cccc(NC(=O)CS(=O)(=O)c2cn(CC(=O)N3CCOCC3)c3ccccc23)c1
    -20% | -2% | 16% | 0% | -3% | 0

The list continues.
SMILES	Sm TGR block	AMA1 RON2 block	HCV inh	FBPA Giardia inh	AmpC inh detg	HCMV inh
CCOc1ccc(N(CC(=O)Nc2ccc(C)cc2C)S(C)(=O)=O)cc1	4%	6%	-6%	-5%	?	28
Cc1cc(CNC(=O)COC(=O)C2CC3CCCC(C2)C3=O)cc(C)c1O (stereo unspecified)	/	9%	16%	/	/	?
COc1ccc(CCN(Cc2cc3cccc(C)c3n3nnnc23)C(=O)c2ccncc2)cc1OC	2%[57.1 µM]	/	/	6%	2%	/
O=C(O)c1ccccc1C(=O)OCCCc1ccncc1	1%	-5%	12%	/	0%	13
CC(/C=N/n1c(-c2ccc(Cl)cc2)n[nH]c1=S)=C\c1ccco1	-18%	44%[activator]	3%	-3%	-9%	94
CC1CCCC/C1=N/Nc1ccc([N+](=O)[O-])cc1[N+](=O)[O-] (stereo unspecified)	-22%	-19%	6%	5%	-9%	-11
CCOC(=O)Cn1c(=NC(=O)C(C)C)sc2c(C)cc(C)cc21	-2%	8%	6%	17%	-5%	-17
CCCS(=O)(=O)Nc1c(C(=O)O)[nH]c2ccc(OC)cc12	-19%	-8%	-11%	-7%	3%	11
Cc1cc(NC(=O)Nc2ccccc2[N+](=O)[O-])n(C)n1	-3%	7%	11%	-2%	3%	?
CN1CCSc2ccc(C(=O)NCc3ccccc3)cc21	-2%&-10%	-1%	-28%	-7%	-14%&8%	36&30
COc1ccc(-c2cc(-c3cccs3)c(C#N)c(SCC(=O)NCc3ccccc3)n2)cc1	2%	11%	-29%	3%	-3%	10
COC(=O)[C@@H]1C[C@@H]2CC[C@@H](O)C[C@@H]2N1Cc1ccc(C(F)(F)F)cc1	-21%	16%	16%[8.37 µM]	-6%&-1%	-1%	1
COc1ccc(S(=O)(=O)NCc2ccc3c(c2)OCO3)cc1C(=O)O	3%	17%	-1%	4%	-17%	-1
COc1ccc([C@H]2/C=C\CN(C(=O)C3CC3)[C@@H](C)C(=O)N2Cc2ccc(F)cc2)cc1	/	-4%	8%	/	/	-1
COc1ccc(N2CCN(C(=O)c3ccncc3)CC2)cc1	-2%	-3%	4%	1%	6%	-7
O=C1C(Nc2ccccc2)=C2CCCC=C2N1c1ccccc1	-19%	6%	12%	7%	9%	31
O=C1CCCN2N=C(SCC(=O)Nc3ccc(Cl)cc3)SC2=N1	3%	-4%	2%	9%	-2%	-35
C#CCOCCOCCOCCNc1nc(N2CCN(C(=O)[C@H](CCCCN)n3cc([C@@H](N)CC(C)C)nn3)CC2)nc(N2CCN(C(=O)[C@H](CCCCN)n3cc([C@@H](N)CC(C)C)nn3)CC2)n1	-16%	6%	0%	-1%	1%	/
Cc1ccc(NC(=O)C2C3CCC(O3)C2C(=O)O)cc1C (stereo unspecified)	5%	-9%	5%	5%	-5%	3
CC(C)(C)OC(=O)N1CCC(c2c(C(=O)N3CCC(c4ccccc4)C3)cnn2-c2cccc(Cl)c2)CC1 (stereo unspecified)	-5%	/	/	/	21%	27
Cc1c(NC(=S)Nc2cccc(Cl)c2)c(=O)n(-c2ccccc2)n1C	-33%	-1%	-22%	2%	-4%	-33
COc1ccc(NC(=O)CN2CCCC2)cc1	-3%	2%	3%	0%	?	-15
O=C(c1cccc(Cl)c1)N1CCC2CC1c1cc(-c3ccccc3)ccc12 (stereo unspecified)	/	-7%	-7%[8.37 µM]	/	/	6
Cc1cccc(NC(=S)NC2CCCC2)c1	-1%	-3%[2.32 µM]	-13%	-5%	8%	-14
O=C(C1=C[C@H](c2ccc3c(c2)OCO3)C[C@H](OCc2ccc(CO)cc2)O1)N1CCOCC1	-19%	6%	13%	10%	-6%	13
COc1ccc(NS(=O)(=O)c2cccc(C(=O)NNC(=O)c3cc(C)oc3C)c2)cc1	1%	0%	-7%	12%	?	-101*

Reformatted: entries from further up.
Structure: CN1CCSc2ccc(C(=O)NCc3ccccc3)cc21
- Sm TGR block: -2%&-10%
- AMA1 RON2 block: -1%
- HCV inh: -28%
- FBPA Giardia inh: -7%
- AmpC inh detg: -14%&8%
- HCMV inh: 36&30
Structure: COc1ccc(-c2cc(-c3cccs3)c(C#N)c(SCC(=O)NCc3ccccc3)n2)cc1
- Sm TGR block: 2%
- AMA1 RON2 block: 11%
- HCV inh: -29%
- FBPA Giardia inh: 3%
- AmpC inh detg: -3%
- HCMV inh: 10

Compounds as they come. Share with any hit: about 9.3%.
